# KOR beta-arrestin-1: kappa opioid receptor blockers – cell-based, luminescence, uHTS (AID 1778) | KOR beta-arrestin recruitment, luminescence, antagonist mode; higher % means a stronger effect | inhibition, % at 10 µM, or IC50 in µM where a hit was titrated | actives 0.091% (n = 290,000); further: strong numbers were not always called active
# Yfh1-depleted yeast: enhancers of respiration in Yfh1-depleted yeast, dose response, Friedreich's ataxia, plus single-dose screen (AID 1465); one-dose fold induction at 50 µM; EC50 in µM for titrated hits; actives 0.074% (n = 220,000); S. cerevisiae Yfh1-off respiration, WST-1 reduction, 72 h; higher fold induction means a stronger effect;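 active means fold induction of absorbance versus untreated yeast above a set limit, then at least 30% activation at any dose in follow-up; inconclusive means repeats straddling the limit, or above it without dose testing; inactive means fold induction below the set limit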;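 further: activators that raise dye reduction in frataxin-depleted yeast; strong numbers were not always called active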
# GPR55 beta-arrestin: GPR55 agonists via beta-arrestin recruitment, primary screen, imaging, U2OS cells, beta-arrestin-GFP redistribution (AID 1961); U2OS GPR55 beta-arrestin-GFP redistribution imaging; higher % means a stronger effect; activation, % at 10 µM, or EC50 in µM where a hit was titrated; actives 0.048% (n = 290,000);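 active means activation above 40% with more than 50 cells counted in the well; inconclusive means wells holding fewer than 50 cells, flagged as toxic or sparse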;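 further: U2OS osteosarcoma cells stably expressing GPR55 and beta-arrestin-GFP; plate controls were DMSO negative control for no effect and LPI positive control for full effect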
# TNAP activators: human TNAP enzyme activators, primary screen, biochemical, luminescent, no phosphate acceptor, uHTS (AID 1001); purified TNAP, luminescent activation assay, no phosphate acceptor; higher activation fold means a stronger effect; actives 0.03% (n = 200,000); activation fold at 20 µM; hits with a dose series show EC50 in µM; in the data active means activation fold from about 3, or a potency from the dose series; inactive means the rest, 99 in 100 with activation fold below about 1.6; further: many of its hits are not listed in these tables
# NTR1 agonist: NTR1-driven beta-arrestin-GFP spot formation – imaging, U2OS cells, high content, primary screen (AID 493036) | agonist mode | actives 0.17% (n = 330,000) | activation, % at 20 µM;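 active means activation at or above 40% of the spot to cytoplasm intensity ratio, with at least 20 cells analyzed; inconclusive means wells under 20 cells, flagged as cytotoxic or low count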;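 further: 0% = DMSO without peptide and 100% = 100 nM NTR1 peptide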
# Target sequence (P30989 whole entry, looked up): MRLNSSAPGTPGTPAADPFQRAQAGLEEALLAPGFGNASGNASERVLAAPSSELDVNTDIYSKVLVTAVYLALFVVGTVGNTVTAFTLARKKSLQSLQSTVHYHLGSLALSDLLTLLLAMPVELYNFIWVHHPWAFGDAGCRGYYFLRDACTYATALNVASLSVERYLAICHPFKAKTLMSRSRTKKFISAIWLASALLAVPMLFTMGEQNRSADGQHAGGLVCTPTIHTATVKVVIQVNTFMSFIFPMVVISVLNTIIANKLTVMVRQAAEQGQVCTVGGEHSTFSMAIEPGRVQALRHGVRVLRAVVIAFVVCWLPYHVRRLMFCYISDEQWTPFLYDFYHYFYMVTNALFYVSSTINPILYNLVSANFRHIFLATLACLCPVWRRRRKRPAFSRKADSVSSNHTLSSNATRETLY
# NOD2 inhibition: inhibition of NOD2-driven NF-kB reporter – cell-based, luminescence, uHTS, HEK293 (AID 1566). HEK293 NOD2/NF-kB luciferase reporter, luminescence; higher % means a stronger effect. inhibition, % at 4 µM; hits with a dose series show EC50 in µM. actives 0.63% (n = 290,000); further: many of its hits are not listed in these tables
# KOR beta-arrestin-2: kappa opioid receptor activators – cell-based, luminescence, uHTS, primary screen (AID 1777) | actives 0.02% (n = 280,000) | activation, % at 10 µM; hits with a dose series show EC50 in µM | KOR beta-arrestin recruitment, luminescence; higher % means a stronger effect; in the data active means activation above about 50%, passing the limit was not always enough; further: a part of the inactive calls stands beside numbers as strong as those of hits
# CSM14.1 death rescue: rescue of cells from ER stress-induced death, primary screen, 384-well, CSM14.1, thapsigargin, ATP luminescence (AID 1222). CSM14.1 thapsigargin-induced death rescue, ATP luminescence; higher % means a stronger effect. one-dose cellular ATP content (survival), % at 20 µM; EC50 in µM for titrated hits. 190,000 tested, under 10 active;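 active means EC50 below 50 µM in the dose-response confirmation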;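 further: death triggered by thapsigargin at about 15 µM added after 2 h compound pretreatment; cell ATP read after overnight thapsigargin exposure of roughly 18 to 22 hours; normalized against plate controls of thapsigargin alone and 5% DMSO vehicle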
# NOD1 inhibition: inhibition of NOD1-driven NF-kB reporter – cell-based, luminescence, uHTS, primary screen (AID 1578); NOD1-driven NF-kB luciferase reporter cells, luminescence; higher % means a stronger effect; one-dose inhibition, % at 4 µM; EC50 in µM for titrated hits; actives 1% (n = 290,000); in the data active means inhibition mostly above about 36%, no sharp cut-off; inactive means mostly below about 34%;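 further: HEK-293T reporter cells stimulated with the NOD1 agonist gamma-tri-DAP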
# NTR1 agonist cell count 20 µM: further read-out of NTR1 agonist, marked with its call; cell count; measured here: cell count, cytotoxicity flag
# * = called active by the depositor; i = inactive; u = inconclusive; x = not tested or not shown; [ ] = another dose, or the depositor's remark. Unless noted, no stated cut-off is given here; in the data, active means inhibition above about 50%; inactive means the rest. A portion of the library (hit frequency here may not be typical).
# Second line of a record – KOR beta-arrestin-1	Yfh1-depleted yeast	GPR55 beta-arrestin	TNAP activators	NTR1 agonist	NTR1 agonist cell count 20 µM	NOD2 inhibition	KOR beta-arrestin-2	CSM14.1 death rescue	NOD1 inhibition
Cc1nonc1CN(C)C(=O)CC1C(=O)NCCN1Cc1ccccc1C(F)(F)F (stereo not drawn)
  19%[20 µM]	i	-0.1%	1.1	-0.9	61	12%	x	-0.6%	-37%
Clc1nc(NCc2cccnc2)nc(N2CCOCC2)n1
  -38%	i	-0.3%	1.1	-5.3	82	-21%	-0.9%	0.5%	-20%
Cc1ccc(CSc2ncn(-c3ccccc3)n2)cc1
  -18%	i	-0.1%	1.1	5.1	66	-23%	x	-0.5%	-14%
O=C(O)c1ccc2c(c1)ncn2C1CCCCC1
  5%	i	0.1%	1	-0.5	47	-3%	-1.5%	-3.2%	-10%
O=C(COC(=O)c1ccc(NS(=O)(=O)c2cccs2)cc1O)Nc1ccc(F)cc1
  -1%	i	-0.1%	x	1.8	61	4%	-0.9%	x	-12%
COc1ccc(N2CCN(C(c3cccs3)C(C)NS(=O)(=O)c3ccccc3)CC2)cc1 (stereo not drawn)
  -19%	x	-0.2%	1.1	4.0	76	12%	-2.6%	1.2%	-4%
COc1ccc(NC(=O)CCC(=O)Nc2nnc(C3CCCCC3)s2)cc1
  17%	x	0.2%	x	-0.5	45	10%	0.1%	x	-13%
C/C(=N\NC(=O)COc1ccc(C(C)(C)C)cc1)c1ccc2c(c1)OCCO2
  20%	i	-0.2%	0.9	12	69	17%	4.3%	0.8%	-4%
O=C(c1ccco1)N1CCN(c2nc3ccccc3c(=O)n2-c2ccccc2)CC1
  -7%	i	-0.1%	1	-0.1	81	18%	14%	5.1%	26%
COC(=O)c1c(C)oc2c1cc(NS(=O)(=O)c1cccs1)c1ccccc12
  -84%	i	0.0%	1.1	2.3	64	-8%	-0.8%	-4.7%	17%
COc1ccc(CCNC(=O)c2cc(S(=O)(=O)N3CCCC3)cn2C)cc1OC
  11%[20 µM]	x	0.7%	x	-0.3	100	-8%	-4.7%	x	-20%
O=C(COc1ccccc1)NC(Cc1c[nH]c2ccccc12)C(=O)O (stereo not drawn)
  -17%	i	-0.3%	1.1	2.6	83	-9%	5.3%	-0.7%	-16%
CCOc1nc(-c2ccccc2)ccc1-c1noc(-c2cccs2)n1
  -4%	i	0.0%	1	3.7	71	1%	2.1%	-3.5%	-23%
Cc1nn(C)c(C)c1NC(=O)CCCSc1nc(-c2ccco2)cc(C(F)(F)F)n1
  2%	i	-0.3%	1	-0.4	40	5%	1.7%	-1.1%	-25%
O=C(NCCCN1CCN(C2CCCCC2)CC1)Nc1ccccc1C(F)(F)F
  12%	i	0.2%	1	-1.4	59	12%	14%	3.0%	7%
COc1ccc(C(=O)OCc2cc3cccc(C)c3[nH]c2=O)cc1
  -2%	i	-0.2%	1.1	-0.8	39	-10%	40%	3.2%	-18%
O=C(Nc1ccccc1)Nc1cccc(Cl)c1
  -45%	i	0.2%	0.9	1.7	71	-76%	3.8%	-3.6%	-58%
CCn1c(SCC(=O)Nc2oc(-c3ccccc3)c(-c3ccccc3)c2C#N)nnc1-c1cc(OC)cc(OC)c1
  -10%	i	-0.1%	1.1	8.2	72	0%	5.5%	1.6%	-3%
Cc1ccccc1N(C(=O)c1snc(C(N)=O)c1N)C(C(=O)NCC1CCCO1)c1ccc(N(C)C)cc1 (stereo not drawn)
  17%	x	-0.2%	x	0.2	35	2%	0.4%	x	-7%
CCOc1ccc(N(CC(=O)Nc2ccc(OC)cc2OC)S(=O)(=O)c2c(C)[nH]c(=O)[nH]c2=O)cc1
  -18%	x	-0.2%	x	0.1	56	10%	-1.5%	x	-30%
COc1cc(NS(=O)(=O)c2ccc(NC(=S)Nc3ccccc3)cc2)nc(OC)n1
  -6%	x	-0.2%	x	0.7	63	-2%	4.2%	x	-37%
O=C(Nc1ccccc1F)n1ncc2cc(Cl)ccc21
  -8%	x	-0.2%	x	0.0	85	-16%	-0.3%	x	-22%
O=C(NC1CCCC1)C(c1c(F)cccc1Cl)N(C(=O)c1csnn1)C1CC1 (stereo not drawn)
  -15%	x	-0.1%	x	0.0	60	2%	1.5%	x	-11%
O=C(CCCCCn1c(=S)[nH]c2cc3c(cc2c1=O)OCO3)N1CCN(C(=O)c2ccco2)CC1
  2%	i	-2.3%	1	4.1	88	-7%	0.3%	-0.1%	12%
CCc1c(C)nc(SCC(=O)N2CCCCC2)[nH]c1=O
  -8%[20 µM]	x	-0.1%	x	0.3	63	18%	-4.0%	x	4%
CCOc1ccc2oc(C(=O)Nc3ccc4c(c3)OCO4)c(C)c2c1
  -61%	x	-0.2%	x	0.4	52	-93%	-1.4%	x	-60%
COc1cc(C=O)cc(Br)c1OCC(N)=O
  -6%[20 µM]	i	0.3%	1.1	0.3	65	17%	-4.9%	-3.2%	-22%
COc1ccc(OC)c(S(=O)(=O)Nc2ccc3[nH]c(=O)[nH]c3c2)c1
  -12%	x	-0.1%	x	0.2	112	8%	0.4%	x	-4%
O=C(O)c1cc(Br)ccc1NS(=O)(=O)c1cccc2nsnc12
  17%[20 µM]	x	-0.1%	x	0.3	56	6%	-7.0%	x	-18%
Cn1c(CNS(=O)(=O)c2ccc(Cl)cc2)cc(=O)n(C)c1=O
  -38%	x	0.2%	x	-0.1	61	10%	-0.7%	x	-4%
c1ccc(-c2csc(=Nc3cccnc3)n2CC2CCCO2)cc1 (stereo not drawn)
  35%	i	u	1	2.6	65	8%	3.3%	1.9%	-23%
O=C(O)CCC(=O)c1ccc2c(c1)OCCO2
  -4%	i	-0.1%	1.2	2.9	63	-3%	-2.8%	0.1%	-8%
Cc1ccc(NC(=S)Nc2ccc3nc(-c4ccccn4)c(-c4ccccn4)nc3c2)cc1C
  x	i	0.2%	0.9	x	x	-4%	3.0%	-3.5%	6%
O=C1c2ccccc2C(Nc2ccc(Cl)cn2)N1c1cccnc1 (stereo not drawn)
  -1%	i	-0.1%	0.8	12	77	14%	3.9%	0.6%	8%
COC(=O)c1nn(-c2ccccc2)c(Cl)c1/C=N/OCc1ccc(Cl)cc1Cl
  5%	i	0.2%	1	1.3	34	17%	1.8%	0.1%	26%
Cn1nc([N+](=O)[O-])nc1Oc1ccc(C(C)(C)C)cc1
  x	i	-0.2%	1.1	2.8	31	4%	-2.9%	8.1%	-21%
O=C(Cn1ccc2ccccc2c1=O)NCCC(=O)NC1CCN(Cc2ccccc2)CC1
  -14%	i	-0.1%	1.1	-1.4	64	5%	0.6%	-3.1%	-5%
CC12CC(c3ccccc3O1)C(C(=O)N1CCOCC1)C(=O)N2 (stereo not drawn)
  -4%	i	-0.2%	1.1	0.4	62	16%	4.2%	-1.1%	-31%
CC1=C(C(=O)NC2CCC(C)CC2)C2(CCC(C)CC2)OC1=O (stereo not drawn)
  -13%	i	-0.3%	1.2	0.6	91	12%	-4.1%	-2.1%	-24%
O=C1CC(c2ccccc2)CC(O)=C1C=NCCN1CCN(C(=O)Nc2ccccc2)CC1 (stereo not drawn)
  21%	i	0.3%	1.1	0.1	53	-10%	0.8%	0.0%	1%
Cc1cc(=O)[nH]c(SCC(=O)N2CCCC(C)C2)n1 (stereo not drawn)
  -8%	x	0.5%	x	1.7	45	7%	5.0%	x	-9%
CC(C)CN(C(=O)CSc1nnc(-c2ccco2)o1)c1c(N)n(Cc2ccccc2)c(=O)[nH]c1=O
  2%	i	-0.2%	0.9	-2.1	54	-8%	6.0%	-0.2%	-25%
CC(=O)c1ccc(NC(=S)NC(NC(=O)c2ccco2)C(Cl)(Cl)Cl)cc1 (stereo not drawn)
  9%	i	0.2%	0.9	4.6	41	-15%	4.2%	-1.4%	23%
Cc1ccc(Nc2nnc(SCC(=O)Nc3ncc(S(=O)(=O)c4ccc([N+](=O)[O-])cc4)s3)s2)cc1
  25%	i	-0.3%	1.1	6.8	42	-78%	0.7%	-1.9%	-25%
COc1ccc(OC)c(-c2nc(CN3CCN(C(=O)c4ccco4)CC3)c(C)o2)c1
  3%	x	-0.2%	x	-0.7	59	17%	-1.1%	x	-24%
O=C(Nc1ccccc1C(=O)NCC1CCCO1)c1ccco1 (stereo not drawn)
  -18%	i	-0.1%	1.1	0.1	57	6%	0.9%	2.2%	-17%
CN=C1S/C(=C\c2ccc(Cl)cc2)C(=O)N1C
  0%	x	-0.3%	x	-1.4	33	-20%	-4.1%	x	28%
CN(C)c1ccc(N=Cc2ccco2)cc1
  -4%	i	0.2%	1	1.3	86	11%	-8.2%	x	14%
O=C1c2ccccc2C(=O)N1Cc1ccccc1F
  23%	x	-0.1%	x	-0.1	59	3%	-0.6%	x	-4%
CCCCCC1CC(/C(C)=N/NC(N)=O)OC1=O (stereo not drawn)
  -12%	i	-0.1%	1.1	2.0	40	3%	2.7%	-0.8%	-13%
COc1ccc(Cc2nc(-c3ccccn3)no2)cc1OC
  -30%[20 µM]	i	0.2%	1.1	0.8	89	-20%	-0.6%	-0.3%	2%
CC1(C)CC(=O)C2=C(C1)OC(N)=C(C#N)C2c1ccc[nH]1 (stereo not drawn)
  -2%	i	0.2%	1.1	0.7	65	-4%	7.3%	0.3%	22%
COc1ccc(NCN2C(=O)CCC2=O)cc1
  -28%	i	-0.1%	1.1	0.5	50	-13%	1.9%	-1.2%	-12%

# One compound at a time (already shown). Screens in order: KOR beta-arrestin-1	Yfh1-depleted yeast	GPR55 beta-arrestin	TNAP activators	NTR1 agonist	NTR1 agonist cell count 20 µM	NOD2 inhibition	KOR beta-arrestin-2	CSM14.1 death rescue	NOD1 inhibition
# Results for Cc1ccc(Nc2nnc(SCC(=O)Nc3ncc(S(=O)(=O)c4ccc([N+](=O)[O-])cc4)s3)s2)cc1 = 25%	i	-0.3%	1.1	6.8	42	-78%	0.7%	-1.9%	-25%
# Results for C/C(=N\NC(=O)COc1ccc(C(C)(C)C)cc1)c1ccc2c(c1)OCCO2 = 20%	i	-0.2%	0.9	12	69	17%	4.3%	0.8%	-4%
# Results for O=C(O)c1ccc2c(c1)ncn2C1CCCCC1 = 5%	i	0.1%	1	-0.5	47	-3%	-1.5%	-3.2%	-10%
# Results for COC(=O)c1nn(-c2ccccc2)c(Cl)c1/C=N/OCc1ccc(Cl)cc1Cl = 5%	i	0.2%	1	1.3	34	17%	1.8%	0.1%	26%
# Results for Clc1nc(NCc2cccnc2)nc(N2CCOCC2)n1 = -38%	i	-0.3%	1.1	-5.3	82	-21%	-0.9%	0.5%	-20%
